PPC-1+TRAIL kill = compounds killing PPC-1 cancer cells with TRAIL present (potentiator screen, no TRAIL-free arm). PPC-1 cells + TRAIL, ATPLite viability luminescence. cell killing (% activity), % at 4 µM. 0.41% of 220,000 active. AID 1443;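 active = cell killing above 50% in the first pass at 4 µM, then a duplicate retest at 5 µM averaging 50% or more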;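 also: plate controls were cells with TRAIL plus DMSO for no effect and medium-only wells lacking cells for full effect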
TbHK1 inh = blocks Trypanosoma brucei hexokinase 1 activity. recombinant TbHK1, G6PDH-coupled NADH A340. inhibition, % at 10 µM. 0.11% of 220,000 active. AID 1430;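 active = inhibition of 50% or more in the single-dose primary screen; inactive = inhibition below 50%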
BaF3 parental = counter-screen for JAK2V617F inhibitors: parental Ba/F3 viability inhibitors | CellTiter-Glo ATP luminescence | inhibition, % at 5.6 µM | 1.1% of 220,000 active | AID 1486;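 active = inhibition above a per-campaign cutoff, the mean inhibition of all tested compounds plus 3 SD, cut at about 27% in these data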;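 also: 0% = DMSO wells and 100% = JAK Inhibitor I control wells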
p97 ATPase inh = inhibitors of human p97 ATPase | recombinant p97 ATPase, Kinase-Glo ATP luminescence, 3 h | inhibition, % at 8 µM | 0.42% of 220,000 active | AID 1481; in the data active = inhibition above about 15%;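 also: 0% = DMSO vehicle and 100% = wells lacking enzyme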
Target sequence (P55072 whole entry, looked up): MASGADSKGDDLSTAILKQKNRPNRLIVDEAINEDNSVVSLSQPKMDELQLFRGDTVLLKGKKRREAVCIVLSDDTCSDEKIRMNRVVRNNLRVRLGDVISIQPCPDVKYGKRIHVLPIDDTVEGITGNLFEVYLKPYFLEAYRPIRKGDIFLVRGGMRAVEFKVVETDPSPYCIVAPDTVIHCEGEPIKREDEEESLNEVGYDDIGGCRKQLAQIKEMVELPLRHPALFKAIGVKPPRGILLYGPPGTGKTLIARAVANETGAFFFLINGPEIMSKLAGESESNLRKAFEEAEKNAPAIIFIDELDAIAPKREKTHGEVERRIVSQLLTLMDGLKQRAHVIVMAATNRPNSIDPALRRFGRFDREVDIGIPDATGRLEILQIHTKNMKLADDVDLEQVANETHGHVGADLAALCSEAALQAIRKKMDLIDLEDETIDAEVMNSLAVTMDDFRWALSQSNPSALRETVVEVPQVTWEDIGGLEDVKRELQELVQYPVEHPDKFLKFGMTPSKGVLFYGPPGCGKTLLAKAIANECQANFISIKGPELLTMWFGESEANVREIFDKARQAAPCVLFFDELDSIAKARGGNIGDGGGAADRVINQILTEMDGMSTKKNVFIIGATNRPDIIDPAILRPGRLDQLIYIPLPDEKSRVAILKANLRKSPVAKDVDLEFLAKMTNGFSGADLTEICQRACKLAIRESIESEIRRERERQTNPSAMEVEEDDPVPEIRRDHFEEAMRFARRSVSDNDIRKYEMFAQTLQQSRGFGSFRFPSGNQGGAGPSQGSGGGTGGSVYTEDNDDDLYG
Furin inhibitor = inhibitors of human furin. inhibition, % at 30 µM. P09958. purified furin, fluorogenic substrate cleavage. 0.061% of 220,000 active. AID 463115; in the data active = inhibition above about 25%; also: inactives centre near -15
Ba/F3 V617F tox = lowers viability of Ba/F3 cells expressing EpoR and JAK2V617F; inhibition, % at 5.6 µM; ATP luminescence; 1.1% of 220,000 active; AID 1446;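 active = inhibition above the campaign mean plus 3 SD over all tested compounds, cut at about 24% in these data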;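 also: cytokine-independent growth of Ba/F3 cells driven by EpoR plus mutant JAK2; 0% = DMSO-treated cells and 100% = JAK inhibitor I control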
p47phox inh = blocks human p47phox regulatory protein of NADPH oxidases; inhibition, % at 24.7 µM; p47phox/p22phox peptide binding, fluorescence polarization, 2 h; P14598; 0.53% of 220,000 active;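 active = inhibition above about 30%, limit read from the data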;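 also: 0% = p47phox with labelled peptide and 100% = labelled peptide alone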
EP2 antag = inhibitors of human EP2 prostaglandin E2 receptor. P43116. C6 glioma cells expressing human EP2, cAMP TR-FRET; cells stimulated with saturating PGE2. inhibition, % at 25 µM. 0.52% of 260,000 active. AID 1422;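 active = percent inhibition above 40 after rounding to a whole number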;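 also: rat C6 glioma host cells with rolipram phosphodiesterase inhibitor present; the protocol text gives 20 µM as final concentration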
RBBP9 inhibitor = blocks human serine hydrolase RBBP9 | O75884 | inhibition, % at 7.94 µM | AID 1515 | 0.2% of 220,000 active | recombinant RBBP9, FP-Rh probe fluorescence polarization;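 active = inhibition above the campaign mean of all tested compounds plus 3 SD, cut at about 14% in these data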;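 also: plate controls were DMSO wells with RBBP9 for no effect and wells lacking RBBP9 protein for full effect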
Target sequence (O75884 whole entry, looked up): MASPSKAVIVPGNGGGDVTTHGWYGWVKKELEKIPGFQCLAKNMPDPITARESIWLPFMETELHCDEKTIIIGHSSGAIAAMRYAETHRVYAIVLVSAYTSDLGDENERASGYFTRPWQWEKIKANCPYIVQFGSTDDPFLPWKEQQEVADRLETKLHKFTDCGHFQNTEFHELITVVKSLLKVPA
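Test system: recombinant human RBBP9; Timing: 30 min then 45 min, 25 °C; Detection: fluorescence polarization; Control set: RBBP9 with DMSO as uninhibited control, no-protein wells as full inhibition; Compound dosing: one concentration, 7.94 µM nominal, 0.794% DMSO; Probe or stimulus: FP-Rh activity-based probe, 375 nM before mixing.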
Active calls of the source: *; nt = not tested or not shown; & = joins results of further samples; [ ] = dose if it differs, or a comment. An excerpt; count on the stated rates, not on these rows.

Values run as follows: PPC-1+TRAIL kill | TbHK1 inh | BaF3 parental | p97 ATPase inh | Furin inhibitor | Ba/F3 V617F tox | p47phox inh | EP2 antag | RBBP9 inhibitor
NC(Cc1ccccc1)C(O)(c1ccccc1)c1ccccc1 (stereo unspecified)
 : 10.6 | 3.8 | 2.6 | -0.8 | -10.8 | -2.8 | -0.2 | 5.9 | -1.1
C=CCn1c(COc2ccccc2F)nnc1SCC(=O)NC(=O)NCc1ccco1
 : -8.0 | 8.0 | 3.2 | 1.5 | -15.9 | -1.7 | -25.3 | 4.5 | -4.9
O=[N+]([O-])c1cc(-n2cccc2)ccc1N1CCOCC1
 : -2.8 | -5.6 | -1.3 | 4.0 | -9.2 | -6.4 | -6.3 | 10.4 | 3.2
COC(=O)c1sccc1NC(=O)CSc1ccccc1N
 : 12.4 | 7.5 | 7.7 | -0.6 | -11.3 | 2.4 | -2.2 | 6.4 | -7.6
CCOC(=O)C(=O)/C(=C\N(C)C)c1onc(-c2c(Cl)cccc2Cl)c1C(=O)OC
 : -7.7 | -17.4 | 5.7 | -6.7 | -9.8[20 µM] | 2.8 | -3.7 | 8.9 | -10.5
CCOC(=O)C1=C(CSc2nc3ccccc3s2)NC(=O)NC1c1cccc([N+](=O)[O-])c1 (stereo unspecified)
 : 29.5 | -1.2 | 2.5 | 2.2 | -11.5[20 µM] | -0.5 | -16.8 | 14.5 | -8.9
Cc1ccc(C(=O)Nc2nc(C(C)(C)C)cs2)s1
 : 4.1 | -17.6 | 2.8 | 0.5 | -9.4[20 µM] | -4.9 | -25.5 | 19.2 | 2.9
N#CCCCn1c(-c2ccccc2)noc1=O
 : 23.5 | 3.7 | 4.0 | 3.7 | -28.3 | -2.0 | -0.4 | 6.9 | -5.7
Cc1c(NC(=O)c2ccc(F)c(S(=O)(=O)N3CCOCC3)c2)c(=O)n(-c2ccccc2)n1C
 : 12.8 | 1.3 | 2.5 | -6.6 | -10.4[20 µM] | 3.8 | -18.3 | 8.6 | -8.0
O=C(Nc1ccccc1)c1sc(N2CCOCC2)nc1-c1ccccc1
 : 3.6 | -16.1 | 3.6 | 4.6 | -17.2 | -3.6 | 1.9 | 15.7 | 1.2
Cc1ccc(OCC(=O)NC2CCS(=O)(=O)C2)cc1 (stereo unspecified)
 : 10.1 | -6.8 | 2.1 | 5.7 | -13.7[20 µM] | -3.2 | -3.2 | 0.9 | -3.0
CCSc1nnc(-c2ccc(S(=O)(=O)NCc3cccs3)cc2)o1
 : 4.1 | 1.7 | 4.0 | -4.0 | -19.8 | 0.3 | -5.1 | 7.6 | -3.0
NC(=O)C(c1cccc(Cl)c1)c1ncc(C(F)(F)F)cc1Cl (stereo unspecified)
 : 3.9 | 3.8 | 2.8 | -6.6 | -8.6[20 µM] | 6.3 | -8.9 | 7.7 | -4.6
CC(=O)NC(=S)Nc1ccc(S(=O)(=O)N2CCOCC2)cc1
 : 22.0 | -2.5 | 8.4 | 1.9 | -14.4 | 3.6 | -2.1 | 4.0 | -3.5
CC(=O)Nc1cccc(C(=O)OCC(=O)NC(C)c2ccc(F)cc2)c1 (stereo unspecified)
 : 7.3 | 1.3 | 10.5 | -0.3 | -20.5 | 4.3 | -12.3 | 4.7 | -4.2
O=C(c1ccco1)N1N=C(c2ccc3nccnc3c2)CC1c1ccccc1 (stereo unspecified)
 : 15.7 | -7.9 | 7.6 | 3.3 | -12.6 | 0.1 | -18.2 | 6.2 | -2.4
CCNC(=S)N1CCN(c2ccccn2)CC1
 : 11.8 | 3.4 | 7.3 | -0.5 | -6.1 | 5.9 | -29.7 | 6.1 | -4.7
CCCN1C2CCCC1CC(NC(=S)Nc1cccc(C)c1)C2 (stereo unspecified)
 : -16.3 | 4.9 | 1.2 | 0.2 | -27.4 | 2.3 | -6.0 | 18.7&2.9 | 5.3
S=c1[nH]nc(Cc2ccccc2)n1-c1ccc(Cl)cc1
 : 31.6 | -2.1 | 0.2 | 1.1 | -21.0 | -5.2 | -2.1 | 0.8 | -3.5
O=C(NC(NC(=S)Nc1ccc(Cl)cc1)C(Cl)(Cl)Cl)c1ccco1 (stereo unspecified)
 : -5.4 | 5.2 | 1.6 | 6.4 | -0.3 | -2.1 | -22.8 | 11.5 | -14.0
CCCC(=O)Nc1ccc2c(c1)nc(CN1CCCCC1)n2C
 : 9.4 | -4.4 | 0.5 | 3.3 | -32.7 | -2.8 | -11.4 | 10.9 | -3.6
COc1ccc(CSc2nc(C)cc(C)c2S(C)(=O)=O)cc1
 : -7.1 | 10.1 | 8.9 | -8.8 | -4.3 | 6.2 | 5.8 | 6.7 | -4.2
CC(C)(C)c1ccc(-c2noc(-c3ccc4c(c3)CCO4)n2)cc1
 : -1.0 | -11.9 | -1.3 | 2.8 | -10.4 | -5.3 | 6.5 | 11.4 | 4.2
CC1(C)CC(=O)C2=C(C1)N(c1ccc(F)cc1)C(=O)C2(NC(=O)c1ccccc1F)C(F)(F)F (stereo unspecified)
 : 12.7 | -4.4 | 10.1 | 1.8 | -17.0 | 0.4 | -4.9 | 6.9 | 4.7
COc1cc(O)c(C(CC(=O)N2CCOCC2)c2cc(OC)c(OC)c(OC)c2)c(OC)c1 (stereo unspecified)
 : 8.3 | -8.7 | nt | nt | -27.5 | nt | -6.3 | 13.8 | nt
O=C(O)c1ccc2c(c1)CCCN2
 : 9.1 | -10.7 | -0.2 | 5.1 | -15.5 | -1.9 | -10.0 | 14.7 | 2.0
CCOc1ccc(/C(O)=C2\C(=O)C(=O)N(CCN(C)C)C2c2cc(OC)ccc2OC)cc1Cl (stereo unspecified)
 : nt | -6.7 | 2.5 | 2.4 | -7.5[20 µM] | -3.1 | nt | nt | 4.7
Nc1nc(SCCOc2ccccc2)n[nH]1
 : 4.5 | 0.3 | 4.0 | 3.6 | -19.0[20 µM] | -2.2 | -3.0 | 4.0 | -1.9
COC(=O)CSC1=C(C#N)C(=O)NC2(CCCCC2)S1
 : -15.2 | -48.2 | 1.3 | 1.7 | -4.5 | -3.5 | -2.4 | 3.8 | -4.4
C/C(=N/NC(=O)c1ccc2c(c1)OCO2)c1cccc(NC(=O)C(C)(C)C)c1
 : 21.3 | -10.9 | -0.8 | -0.2 | -11.2[20 µM] | -3.3 | -6.0 | 14.6 | -4.2
Nc1nc(-c2cccnc2)nn1S(=O)(=O)c1ccccc1
 : nt | -3.4 | 2.6 | 7.5 | -27.4[20 µM] | -3.0 | -13.2 | 11.5 | -5.7
COc1cccc(C2/C(=C(/O)c3cnn(-c4ccccc4)c3C)C(=O)C(=O)N2CCN(C)C)c1 (stereo unspecified)
 : -1.0 | -32.3 | 12.1 | 0.7 | -8.7 | 2.7 | -4.6 | nt | -8.7
CCCN1CCOC(CC(=O)Nc2ccc([N+](=O)[O-])cc2)C1=O (stereo unspecified)
 : 11.0 | -17.8 | 4.7 | 6.4 | -8.5 | 3.2 | -15.4 | 5.5 | 2.4
CCc1nnc(NC(=O)CSc2ccc(-c3ccc(F)cc3)nn2)s1
 : 24.1 | -5.7 | -0.7 | -2.4 | -13.3 | 1.4 | -4.7 | 9.3 | -3.8
Cc1cc(N2CCN(C)CC2)nc(N2CCOCC2)n1
 : 4.9 | 1.5 | 3.1 | -3.0 | -12.4[20 µM] | 2.6 | -13.3 | 7.7 | -11.3
COCCSc1ccccc1C(=O)Nc1cc(C)cc(C)c1
 : 8.3 | 4.7 | 4.8 | -3.2 | -19.8 | 4.8 | -5.8 | 2.3 | -2.2
COC(=O)C(C)Sc1nnc2n(-c3cccc(C)c3)c(=O)c3c4c(sc3n12)CCCC4 (stereo unspecified)
 : 17.1 | -5.0 | 2.8 | -0.9 | -20.9 | 2.4 | -7.9 | 10.9 | -4.0
CCOC(=O)[C@@H]1CCNC[C@@H]1c1ccccc1
 : -11.6 | 2.0 | 0.1 | 0.3 | -33.7 | -1.3 | -9.5 | 6.1 | -5.4
Cc1ccc(CNc2ccc(N3C(=O)CCCC3=O)cc2[N+](=O)[O-])cc1
 : 26.8 | -6.9 | 2.2 | -1.9 | -27.2 | -0.2 | -20.2 | 16.6 | -6.8
CC(C)c1ccccc1OCC(=O)NC1CCCc2ccccc21 (stereo unspecified)
 : -5.6 | 4.3 | 2.5 | -1.0 | 3.2 | -1.5 | -19.1 | 7.3 | -0.5

Three entries from above, sorted by their value in RBBP9 inhibitor, ascending:
Compound,TbHK1 inh,p97 ATPase inh,Furin inhibitor,p47phox inh,RBBP9 inhibitor
C/C(=N/NC(=O)c1ccc2c(c1)OCO2)c1cccc(NC(=O)C(C)(C)C)c1,-10.9,-0.2,-11.2[20 µM],-6.0,-4.2
COC(=O)C(C)Sc1nnc2n(-c3cccc(C)c3)c(=O)c3c4c(sc3n12)CCCC4 (stereo unspecified),-5.0,-0.9,-20.9,-7.9,-4.0
CCc1nnc(NC(=O)CSc2ccc(-c3ccc(F)cc3)nn2)s1,-5.7,-2.4,-13.3,-4.7,-3.8

More compounds follow:
Values run as follows: PPC-1+TRAIL kill | TbHK1 inh | BaF3 parental | p97 ATPase inh | Furin inhibitor | Ba/F3 V617F tox | p47phox inh | EP2 antag | RBBP9 inhibitor
CC(C)CC(COCc1ccc(Cl)cc1)N1CCN(C(=O)c2ccc(Cl)cc2Cl)CCC1=O (stereo unspecified)
 : 35.1 | -4.3 | -1.4 | -5.9 | 1.1 | -3.2 | 3.6 | 7.3 | -3.6
CCOC(=O)CSc1ccc2nnc(-c3cccs3)n2n1
 : nt | -3.5 | 0.0 | -1.9 | -11.7 | -2.0 | 2.5 | 12.0 | -2.1
COC(=O)CN1CCN(C(=O)c2ccc(F)cc2)c2ccccc2C1
 : -4.1 | 5.7 | 3.2 | 3.9 | -19.1[20 µM] | -3.5 | -14.1 | 6.8 | -3.9
CCOC(=O)CNC(=O)CN1CCCN(S(=O)(=O)c2ccc(Br)s2)CC1
 : 19.9 | 2.0 | 2.9 | -4.5 | -12.0 | 0.2 | 0.5 | nt | -11.9
O=C(c1ccc(S(=O)(=O)c2ccccc2Cl)c([N+](=O)[O-])c1)N1CCN(Cc2ccccc2)CC1
 : 9.3 | -15.3 | 2.5 | 1.3 | -10.0 | -2.0 | 2.9 | 13.2 | -4.7
Cc1noc(C)c1CSc1ccccc1C(=O)Nc1nccs1
 : -0.4 | -4.2 | 3.7 | 2.4 | -11.1 | -1.3 | -1.7 | 9.4 | -9.4
COc1ccc(OCCCC(=O)Nc2cccc([N+](=O)[O-])c2C)cc1
 : 8.1 | 2.2 | 0.9 | 2.1 | -17.1 | -1.1 | 1.2 | 6.8 | 0.5
O=[N+]([O-])c1ccc(N2CCN(CCO)CC2)cc1Sc1nc2ccccc2[nH]1
 : 22.4 | -15.5 | 3.3 | -3.0 | -8.4[20 µM] | 6.3 | -7.3 | nt | -6.2
O=C(NCc1cccnc1)C(=O)NCC1OCCCN1S(=O)(=O)c1ccc(Cl)cc1 (stereo unspecified)
 : 6.2 | -6.3 | 5.5 | 2.9 | -15.6 | 1.1 | 4.5 | 18.3 | -3.1
O=C(CSc1nc2[nH]ncc2c(=O)[nH]1)N1CCCCC1
 : -6.6 | -1.5 | 5.7 | -0.9 | -11.4 | 3.1 | -7.7 | 1.1 | -1.7
O=C(c1cc2ccccc2oc1=O)N(Cc1ccccc1)Cc1ccc2c(c1)OCO2
 : 27.4 | 1.0 | 0.2 | 0.8 | -14.4[20 µM] | -1.8 | -14.2 | 1.9 | -3.0
O=C1C2CCCCN2C(=O)N1CCN1CCN(c2ccc([N+](=O)[O-])cc2)CC1 (stereo unspecified)
 : -4.0 | -10.2 | 3.6 | 5.7 | -10.7[20 µM] | 0.7 | -3.6 | 16.2 | -1.8
